# High-throughput results deposited in PubChem by National Center for Advancing Translational Sciences (NCATS).
# PTHR1 agonist – agonists of human PTHR1 parathyroid hormone receptor. Q03431. HEK293 GP2 PTHR1 cells, GloSensor cAMP luminescence, 1 h. Potency, µM (top dose mostly 115 µM), for the others: at the highest dose activation, usual class: activators. hit rate 0.075% among 410,000. AID 743266; further: nearly all actives have a fitted effect of over 55% in size; some results filed as inactive show a strong effect at the top dose; inactives centre near -15; many of its hits are not listed in these tables
#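 HEK-293-derived GP2 cells expressing PTHR1 and a GloSensor cAMP reporter, 3,000/well, plated overnight, given luciferin plus IBMX (each 0.5 mM as added) for 1 h at 37 °C, then compound for 1 h at 37 °C. Luminescence was read after 15 min at room temperature.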
# EPAC2 antagonist – antagonists of human EPAC2; AID 720708; EPAC2 GEF exchange of Rap1B-BODIPY-GDP, fluorescence; Potency, µM (series often up to 114 µM), for inactives: at the top dose activity, negative = inhibition, most hits filed as inhibitors; hit rate 0.18% among 360,000; Q8WZA2; further: on the % scale 0 is the no-effect control and ±100 the full control effect; nearly all actives have a fitted effect of over 45% in size; many of its hits are not listed in these tables
# Target sequence (Q8WZA2 whole entry, looked up): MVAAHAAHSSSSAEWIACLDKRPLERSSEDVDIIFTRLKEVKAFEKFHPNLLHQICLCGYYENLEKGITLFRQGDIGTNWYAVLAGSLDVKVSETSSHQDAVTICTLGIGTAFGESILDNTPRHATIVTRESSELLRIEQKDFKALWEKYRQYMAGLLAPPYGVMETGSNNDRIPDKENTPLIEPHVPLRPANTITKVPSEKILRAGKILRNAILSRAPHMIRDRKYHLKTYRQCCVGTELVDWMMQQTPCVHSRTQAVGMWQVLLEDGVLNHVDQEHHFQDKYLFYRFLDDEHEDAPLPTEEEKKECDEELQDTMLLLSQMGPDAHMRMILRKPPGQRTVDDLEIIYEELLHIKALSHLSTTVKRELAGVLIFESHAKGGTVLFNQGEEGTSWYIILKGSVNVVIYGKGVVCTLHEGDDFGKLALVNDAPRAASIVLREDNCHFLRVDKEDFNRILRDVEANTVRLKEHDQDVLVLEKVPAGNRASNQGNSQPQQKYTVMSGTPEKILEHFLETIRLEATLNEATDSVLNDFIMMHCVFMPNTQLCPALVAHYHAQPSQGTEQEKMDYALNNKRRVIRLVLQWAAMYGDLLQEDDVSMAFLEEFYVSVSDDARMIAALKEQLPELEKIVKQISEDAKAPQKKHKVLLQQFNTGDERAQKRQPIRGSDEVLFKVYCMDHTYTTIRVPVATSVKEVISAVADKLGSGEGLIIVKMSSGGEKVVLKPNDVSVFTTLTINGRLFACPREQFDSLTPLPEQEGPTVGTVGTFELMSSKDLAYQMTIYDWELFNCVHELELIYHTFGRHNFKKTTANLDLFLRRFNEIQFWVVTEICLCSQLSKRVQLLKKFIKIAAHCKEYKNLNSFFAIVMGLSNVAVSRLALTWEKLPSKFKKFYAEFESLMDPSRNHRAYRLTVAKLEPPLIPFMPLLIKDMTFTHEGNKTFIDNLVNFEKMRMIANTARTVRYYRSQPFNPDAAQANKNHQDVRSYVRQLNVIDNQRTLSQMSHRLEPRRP
# EPAC2 agonist – EPAC2 (human) agonism; AID 720711; Q8WZA2; EPAC2 activation, biochemical qHTS; response scale: 100% = 6.5 mM cAMP response; Potency, µM (titrated, usually from 154 µM), inactives show top-dose activation, hits mostly activators; hit rate 0.079% among 360,000; further: nearly all actives have a fitted effect of over 50% in size
#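 Exchange assay: 100 nM EPAC2 with 250 nM Rap1B-BODIPY-GDP and 50 uM GDP. Fluorescence (ex 480/em 540 nm) read every 5 min for 30 min at room temperature. Data normalized to 6.5 mM cAMP as agonist control.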
# EPAC1 agonist – activates human EPAC1 exchange factor | EPAC1 agonist qHTS, biochemical assay; response scale: 100% = response to 6.5 mM cAMP | Potency, µM (series often up to 154 µM), without a hit: at the top dose activation, usual class: activators | hit rate 0.073% among 360,000 | AID 720707; further: nearly all actives have a fitted effect of over 60% in size
#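 Nucleotide exchange by EPAC1 (100 nM) on Rap1B–BODIPY-GDP (250 nM) in the presence of 50 uM GDP is tracked fluorescently at 480/540 nm over 30 min. Signals are normalized to a 6.5 mM cAMP control.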
# aSyn rescue – alpha-synuclein toxicity inhibition in yeast; Potency, µM (series often up to 46.1 µM), inactives show at the top dose growth rescue (activation), usual class: activators; hit rate 0.14% among 370,000; Yeast expressing alpha-synuclein, growth rescue, BacTiter-Glo, 24 h; further: % of control where 0% means no effect; nearly all actives have a fitted effect of over 65% in size
#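 Rescue of yeast growth: cells expressing toxic alpha-synuclein, induced in galactose at OD600 0.02, incubated with compound 24 h at 30 C. ATP luminescence quantified growth; inhibitors of toxicity appear as activators.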
# FUS suppressor – FUS proteinopathy suppression in yeast; Potency, µM (top dose mostly 76.6 µM), without a hit: at the highest dose growth rescue (activation), hits mostly activators; hit rate 0.24% among 390,000; S. cerevisiae FUS-expressing, growth rescue, OD600, 24 h; AID 1347120;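 further: plate controls were DMSO vehicle for no effect and reference control for full effect; nearly all actives have a fitted effect of over 55% in size; some results filed as inactive show a strong effect at the top dose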
#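 S. cerevisiae expressing FUS from galactose induction served as the toxicity model. Growth after 24hr at 30C, read as absorbance at 600 nm, indicates suppression of toxicity; compounds dosed at several concentrations.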
# TDP43 rescue – rescues yeast growth from TDP-43 toxicity; TDP-43 expressing yeast growth rescue, BacTiter-Glo, 24 h; Potency, µM (highest dose often 46.1 µM), inactives show top-dose growth rescue (activation), most hits filed as activators; hit rate 1.8% among 410,000; AID 652104; further: % of control where 0% means no effect; nearly all actives have a fitted effect of over 50% in size
#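 Luminescence from BacTiter-Glo reports growth of TDP-43-expressing yeast after 24 hr at 30 deg C with compound. Cells were raffinose-pregrown to mid-log, then seeded in galactose medium at OD600=0.02.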
# EPAC1 antagonist – blocks human EPAC1 exchange factor; O95398; EPAC1 GEF assay, Rap1b-BODIPY-GDP exchange fluorescence; Potency, µM (titrated, usually from 115 µM), without a hit: at the highest dose activity change, negative = inhibition, actives largely listed as inhibitors; hit rate 0.14% among 360,000;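 further: plate controls were vehicle for no effect and positive control for full effect; nearly all actives have a fitted effect of over 50% in size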
# Numbers without * were called inactive; i = inactive; ? = inconclusive; · = not tested or not shown; & = joins results of further samples; [ ] = remark or other dose. The call rests on the fitted dose curve; in most records, active means well fitted curve in the direction sought with a large enough effect; inconclusive means small, poorly fitted or top-dose-only effect, or another doubt; inactive means no such curve, though single readings can be large; an effect the other way counts as inactive or inconclusive. Potency means the concentration at half of the fitted maximal effect.
SMILES,PTHR1 agonist,EPAC2 antagonist,EPAC2 agonist,EPAC1 agonist,aSyn rescue,FUS suppressor,TDP43 rescue,EPAC1 antagonist
C[C@H](CO)N1C[C@H](C)[C@@H](CN(C)C(=O)Nc2ccc3c(c2)OCO3)Oc2c(NC(=O)c3ccncc3)cccc2C1=O,i,-5%,5%,9%,-1%,8%,8%,12%
O=C(CSc1nnc(CNc2ccc(Cl)cc2)n1Cc1ccccc1)NCc1ccco1,-43%[inhibitor],-12%,11%,-4%,1%,12%,-3%,-10%
CCc1ccc(C(=O)Nc2ccc3c(c2)n(C)c(=O)n3C)cc1,-23%,-3%,1%,12%,0%,9%,-1%,-20%
FC(F)Sc1ccc(-n2cc(-c3ccc(Cl)cc3)[n+]3c2CCC3)cc1,i,3%,-18%,0%,-3%,·,1%,8%
O=C(CCSc1nc(-c2ccco2)cc(C(F)(F)F)n1)NCCN1CCOCC1,i,-2%,7%,-17%,2%,7%,1%,?
CCN1CCc2nc(NC(=O)CC(c3ccccc3)c3ccccc3)sc2C1,i,6%,-3%,3%,4%,19%,-12%,-15%
O=C(Nc1ccn(Cc2cccc3ccccc23)n1)c1cccnc1,-42%[inhibitor],1%,5%,6%,1%,-2%,-1%[0.397 µM],-7%
Cn1c(=O)[nH]c(=O)c2c1nc(SCCN1CCOCC1)n2Cc1ccccc1,-6%,10%,-7%,5%,-8%,16%,-5%,11%
COc1ccc(CN2C=C3C(=O)C(C)(OC(=O)CCc4ccccc4)C(=O)C=C3C=C2c2ccc(C#N)cc2)cc1 (centres undefined),-24%,10%,4%,7%,-5%,38%,-1%,-23%
O=C(O)c1cc(N2C(=O)C=CC2=O)cc(N2C(=O)C=CC2=O)c1,-21%,-6%,5%,7%,9%,·,22%,-2%
Fc1ccc(SCCc2ccncc2)cc1,-2%&-10%[57.5 µM],3%&-5%,2%&7%,18%&0%,2%&-6%,9%&28%,-4%&-1%,-2%&3%
C/C(=N\NC(=O)c1ccc(O)cc1)c1ccc2c(c1)OCCO2,-16%,-1%,6%,6%,-6%[1.84 µM],-14%,13%,2%
Cn1cc([C@]2(O)C(=O)Nc3ccc(Br)cc32)c2ccccc21,-8%,50µM*,-2%,-5%,?,7%,18%,0%
Cn1c(=O)c2c(nc(SCCN3CCCCC3)n2Cc2ccccc2)n(C)c1=O,i,3%,-4%,6%,0%,9%,-24%,8%
CN(CCCCCCCCC(=O)/C=N/O)Cc1ccccc1,i,1%,5%,1%,3%,-6%,-18%,6%
COc1cc(C2CC(=O)c3cnc(NC(C)=O)nc3C2)cc(OC)c1OC (centres undefined),-16%[57.5 µM],-4%,13%,6%,-7%,13%,-11%,9%
Cc1ccccc1OCCCN1CCOCC1,-6%,3%,1%,0%,-2%,-13%,2%,19%
COc1ccccc1N1CC(C(=O)OCC(=O)c2ccc(F)cc2)CC1=O (centres undefined),-21%[57.5 µM],13%[57.1 µM],4%,23%,-1%,12%,11%,-9%
CC(C)C1C(=O)N(Cc2cn(CC3CCCCC3)nn2)CCS(=O)(=O)N1Cc1ccc(-c2ccc(F)nc2)cc1 (centres undefined),-50%[inhibitor],-5%,7%,-4%,1%,35%,4%,-4%
Cc1ccccc1Cn1c(C(=O)OC(C)C)cc2c1ccn2C,-7%,0%,8%,9%,-5%,31%,0%,-1%
COc1ccc([C@H]2CC(=O)C=C(c3ccc4cc[nH]c4c3)C2)cc1,-62%[inhibitor],12%,8%,-15%,0%,37%,25µM*,7%
CCOC(=O)C1=C[C@@H](C(C)(C)C)N(S(=O)(=O)c2ccc(C)cc2)[C@H]1c1ccc(Cl)c(Cl)c1,-10%,-6%,1%,-17%,12%,-1%,0%,3%
CCOC(=O)c1sc(NC(=O)CSc2nc3c(cc2C#N)CCCCC3)c(C#N)c1C,i,5%,4%,0%,1%,-22%,7%,0%
CCNc1nnc(SCC(=O)N2c3ccccc3NC(=O)CC2C)s1 (centres undefined),13%,-1%,19%,7%,-17%,·,6%,-5%
CCCCc1c(O)n2c(nc3ccccc32)[nH]c1=O,-6%,11%,7%,0%,-9%,3%,5%,-8%
O=C(Nc1ccc(C2CCCCC2)cc1)C1CCCN(c2ncccn2)C1 (centres undefined),i,8%,?,-12%,0%,31%,0%,11%
CC(C)c1ccc([N+](=O)[O-])cc1S(=O)(=O)N1CCN(C)CC1,-61%[inhibitor],-6%,18%,10%,0%,-2%,-7%,5%
COc1ccc(/C=C(/CC(=O)Nc2ccccc2)c2nc3ccccc3s2)cc1,1%,-5%,4%,-4%,-21%,11%,-25%[0.397 µM],-28%
COc1ccc(OC)c(Nc2nc(-c3cccs3)cs2)c1,i,-5%,18%,19%,8%,2%,16µM*,-5%
COc1ccc(OCC(=O)Nc2ccccc2OC)cc1,i,-10%,5%,7%,-17%,14%,-2%,-22%
CCCCn1c(N)c(N(CC(C)C)C(=O)CCS(=O)(=O)c2ccc(C)cc2)c(=O)[nH]c1=O,5%,3%,2%,0%,1%,13%,-20%,2%
COc1cccc(-c2cnc(C(O)c3ccc(F)cc3)[nH]2)c1 (centres undefined),0%,-2%,3%,2%,-1%,-12%,7%,5%
CCCn1c(NCc2ccco2)nc2ccccc21,-14%,-9%,7%,8%,4%,-6%,-5%,?
CCOc1ccccc1C(=O)NC(C(=O)Nc1ccccc1N1CCOCC1)C(C)C (centres undefined),-14%[57.5 µM],-1%,11%,6%,-4%,31%,5%,2%
O=C(O)C(Cc1ccc(Cl)cc1)NS(=O)(=O)c1ccc(Cl)cc1 (centres undefined),i,-9%,5%,0%,3%,-2%,-3%,-13%
O=C(NC1CCCCC1)c1cc2nc(-c3ccco3)cc(C(F)(F)F)n2n1,-1%,10%,-15%,-8%,2%,·,19%,7%
O=C(Nc1ccc(Cl)cc1F)c1ccc2c(c1)C(=O)N(Cc1ccncc1)C2=O,-84%[inhibitor],6%,-2%,-2%,0%,17%,-21%,11%
Cc1ccc(F)c(S(=O)(=O)NC(=O)C2(C)CCN2C(=O)C/C=C/c2ccccc2)c1 (centres undefined),-13%,3%,1%,8%,2%,-6%,27%,6%
NC1=NC[C@H](Cc2ccc(O)cc2)N1CCC12CC3CC(CC(C3)C1)C2,-16%,-2%,0%,13%,-10%,5%,13%,-9%
COc1ccc(-c2nn(C)c(=O)c3ccccc23)cc1CNC(=O)c1ccco1,-5%,-3%,0%,10%,12%,12%,6%,5%

# Structural class, those above with a CF3 group (two)
SMILES,PTHR1 agonist,EPAC2 antagonist,EPAC2 agonist,EPAC1 agonist,aSyn rescue,FUS suppressor,TDP43 rescue,EPAC1 antagonist
O=C(CCSc1nc(-c2ccco2)cc(C(F)(F)F)n1)NCCN1CCOCC1,i,-2%,7%,-17%,2%,7%,1%,?
O=C(NC1CCCCC1)c1cc2nc(-c3ccco3)cc(C(F)(F)F)n2n1,-1%,10%,-15%,-8%,2%,·,19%,7%

# Later entries:
SMILES,PTHR1 agonist,EPAC2 antagonist,EPAC2 agonist,EPAC1 agonist,aSyn rescue,FUS suppressor,TDP43 rescue,EPAC1 antagonist
O=C(CCc1nc2ccccc2c(=O)[nH]1)N1CCN(S(=O)(=O)c2ccc(Cl)c(C(F)(F)F)c2)CC1,-22%,-22%,-9%,-2%,-3%,18%,16%,4%
O=C1N[C@@H](Cc2ccccc2)COC(=O)[C@H](Cc2ccc(F)cc2)CC/C=C/C[C@@H]1CC(=O)N(CCO)Cc1ccccc1,i,8%,-6%,-2%,2%,?,0%,-20%
CC(c1ccccc1)n1c(-c2ccccc2F)n[nH]c1=S (centres undefined),-12%,-4%,5%,5%,12%,-20%,21%,-3%
Cc1ccc(-c2cc(C(F)(F)F)n3nc(C(=O)Nc4ccon4)cc3n2)cc1C,-13%,-4%,-11%,4%,-5%,7%,12%,-4%
CC(C)CC(=O)Nc1ccc(C(=O)COC(=O)C2CCC2)cc1,5%,-1%,9%,2%,-2%,7%,-13%,?
O=[N+]([O-])c1ccc(N/N=C/c2ccc(OCc3cccc4ccccc34)cc2)nc1,-12%,13%,-91%[inhibitor],-2%,9%,2%,-11%,-26%
CC(C)CNC(=S)N1CCN(c2nc(-c3ccc(Cl)cc3)cs2)CC1,-42%[inhibitor],-13%,7%,-4%,-7%,14%,·,-16%
COc1ccc(NC(=O)Cn2nc(C(F)(F)F)c3c2CCCC3)cc1OC,-22%,-7%,-4%,-5%,8%,?,11%&-8%,2%
CCC(=O)c1ccc(OC(=O)Cc2ccc(OC)cc2)cc1,i,8%,3%,6%,-4%,-2%,15%,-6%
CN1/C(=C/C(=O)CSc2ccccc2C(=O)O)C(C)(C)c2ccccc21,-27%,5%,8%,20%,9%,13%,20µM*,0%
O=C(Nc1ccc(Br)cc1)C1CCCN(C2=NS(=O)(=O)c3ccccc32)C1 (centres undefined),21%,-8%,3%,14%,-6%,-8%,12%,2%
CCCN(CC1CCCO1)C(=O)CCc1nnc(-c2cc(C)on2)o1 (centres undefined),i,2%,-2%,-8%,-1%,-32%,-3%,-7%
Cc1ccccc1CN1CCN(S(=O)(=O)c2ccc(Cl)s2)CC1,-63%[inhibitor],4%,18%,1%,-4%,·,-26%,9%
CCOC(=O)C1=C(C)N(c2ccccc2)C(=O)/C1=C\c1cccs1,-15%,-2%,-13%,7%,-11%,·,10%,-2%
O=C(OCc1ccc(Br)cc1)c1cnc(Cl)c(Cl)c1,-96%[inhibitor],-13%,-11%,3%,10%,-9%,-17%,1%
Cc1noc(C)c1NC(=O)N(C)C[C@H]1Oc2ccc(NC(=O)Cc3ccccc3)cc2C(=O)N([C@H](C)CO)C[C@@H]1C,12%,-8%,6%,-8%,-1%,-6%,0%,-12%
C[C@H](CO)N1C[C@H](C)[C@@H](CN(C)C(=O)Nc2ccccc2)Oc2ccc(NC(=O)Nc3ccc(C(F)(F)F)cc3)cc2C1=O,-11%,-17%,-9%,-9%,0%,?,-1%,-17%
Cc1cccc(C(=O)NNC(=O)c2ccc(NC(=O)C(C)(C)C)cc2)c1,-15%,19%,3%,-4%,-2%,-5%,-13%,4%
O=C(O)Cc1ccc2ocnc2c1,-3%,20%,-10%,-3%,-1%,-23%,-1%,-9%
CCCOc1nc(N)c(C#N)c(-c2ccccc2F)c1C#N,-11%,12%,-12%,-7%,-2%,20%,-16%,0%
NS(=O)(=O)c1cccc(NC(=O)COC(=O)CCSc2ccccc2)c1,2%,-4%,15%,7%,-2%,18%,12%,-17%

# An excerpt (hit frequency here may not be typical).
